PKM2 activator = activators of human pyruvate kinase M2 | P14618 | purified PKM2, Kinase-Glo ATP luminescence, activation; response scale: 0% is enzyme alone, no compound | Potency, µM (top dose mostly 57.5 µM), inactives show at the highest dose activation, most hits filed as activators | 0.34% of 260,000 active | AID 1631; note: potency is the fitted concentration of half-maximal effect; % is set by controls: 0 for no effect and ±100 for the full control effect; nearly all actives have a fitted effect of over 55% in size
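Purified hPK-M2 (>95% pure) converted ADP (0.1 mM final) to ATP with 0.5 mM PEP in 50 mM imidazole pH7.2, KCl, MgCl2, Tween 20, BSA; 1 h at room temperature. ATP detected by Kinase-Glo luminescence.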
Rab9 prom act = activates the Rab9 promoter | Huh7 Rab9 promoter-luciferase reporter, luminescence, 24 h | Potency, µM (series often up to 9.22 µM), without a hit: at the highest dose activation, negative = inhibition, usual class: activators | 2.8% of 320,000 active | AID 485297; note: potency is the fitted concentration of half-maximal effect; % of control where 0% means no effect; nearly all actives have a fitted effect of over 60% in size
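Stable Rab9-luc Huh7, 1500 cells/well, 2 h settle; cmpd in DMSO, 24 h, 37 °C/5% CO2; luciferase reagent 10 min RT; luminescence.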
RORgamma inh = ROR gamma (mouse) transcription inhibition; P51450; Drosophila S2 Gal4-RORgamma UAS-luciferase reporter, 20 h; Potency, µM (titrated, usually from 53.6 µM), without a hit: top-dose activity change, negative = inhibition, hits mostly inhibitors; 5.4% of 310,000 active; AID 2551; note: potency is the fitted concentration of half-maximal effect; % is set by controls: 0 for no effect and ±100 for the full control effect; nearly all actives have a fitted effect of over 60% in size
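Stable Schneider cell line, Gal4 DNA-binding domain fused to ROR gamma, UAS-luciferase. Cmpd 1 hr RT → CuSO4 700 uM final → 20 hr RT → luciferase reagent 10 min → luminescence.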
NPC1 prom act = NPC1 promoter activation. 2.4% of 320,000 active. Huh7 NPC1 promoter luciferase reporter, 24 h. Potency, µM (highest dose often 9.22 µM), for inactives: top-dose activation, most hits filed as activators;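 note: potency is the fitted concentration of half-maximal effect; % of control where 0% means no effect; nearly all actives have a fitted effect of over 60% in size; reporter is driven by a mutant NPC1 promoter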
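Readout is luciferase luminescence, reflecting NPC1 promoter activation in stably transfected Huh7 cells after 24 h compound exposure at 37 °C in reduced-serum medium with 10% FBS.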
ELG1 repair inh = blocks ELG1-dependent DNA repair in HEK293T cells; 2.3% of 330,000 active; HEK293T ELG1-luciferase reporter, luminescence, 16 h; DNA damage induced by 5-fluorouridine; Potency, µM (doses to about 46.1 µM), for the others: top-dose activity change, negative = inhibition, actives largely listed as inhibitors; note: potency is the fitted concentration of half-maximal effect; % is set by controls: 0 for no effect and ±100 for the full control effect; nearly all actives have a fitted effect of over 55% in size
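Quantitative HTS, concentration-response format. 2,000 cells/well co-treated with 5-fluorouridine and compound, 16 hr in 5% CO2 at 37 °C; ONE-Glo luminescence read after 30 min.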
KCNH2 3.1 block = KCNH2 3.1 (human) potassium channel inhibition; 0.95% of 340,000 active; activity change, % (tested at about 1.8 µM); AID 720553; U2OS KCNH2 3.1, thallium flux FluxOr; hits give low values;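 active = maximum activity change below -70%; inconclusive = maximum activity change from -70% to -50%; inactive = maximum activity change above -50%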;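 note: thallium influx rate constant from kinetic fluorescence after stimulation buffer; % is set by controls: 0 for no effect and ±100 for the full control effect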
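Measured as rate of thallium-driven FluxOr signal in transduced U2OS cells carrying the 3.1 channel, read kinetically for 2 min upon stimulation; values are rate constants scaled to DMSO control wells.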
VP16 counter = Gal4-VP16 reporter inhibition counter-screen; Drosophila S2 Gal4-VP16 UAS-luciferase, luminescence, 20 h; Potency, µM (highest dose often 53.6 µM), without a hit: top-dose activity, negative = inhibition, most hits filed as inhibitors; 3.5% of 310,000 active; AID 2546;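 note: Gal4-VP16 expression switched on by copper sulfate through the metallothionein promoter; potency is the fitted concentration of half-maximal effect; % is set by controls: 0 for no effect and ±100 for the full control effect; nearly all actives have a fitted effect of over 50% in size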
Menin MLL FP TR = displaces Texas Red mutant MLL peptide from human menin; Potency, µM (titrated, usually from 61.6 µM), for the others: at the top dose FP activity change, negative = inhibition, actives largely listed as inhibitors; Menin + Texas Red MLL mutant peptide, fluorescence polarization; 0.23% of 270,000 active; AID 1768; active = well fitted inhibition curve with a large enough effect in the polarisation, with a control signal flat, not every such curve was filed as active; inconclusive = small, poorly fitted or top-dose-only effect, or effect the other way, or a change in a side signal; inactive = no such curve, though single readings can be large or run the other way; the % refers to the polarisation; note: potency is the fitted concentration of half-maximal effect; % of control where 0% means no effect; many of its hits are not listed in these tables
Target sequence (O00255 whole entry, looked up): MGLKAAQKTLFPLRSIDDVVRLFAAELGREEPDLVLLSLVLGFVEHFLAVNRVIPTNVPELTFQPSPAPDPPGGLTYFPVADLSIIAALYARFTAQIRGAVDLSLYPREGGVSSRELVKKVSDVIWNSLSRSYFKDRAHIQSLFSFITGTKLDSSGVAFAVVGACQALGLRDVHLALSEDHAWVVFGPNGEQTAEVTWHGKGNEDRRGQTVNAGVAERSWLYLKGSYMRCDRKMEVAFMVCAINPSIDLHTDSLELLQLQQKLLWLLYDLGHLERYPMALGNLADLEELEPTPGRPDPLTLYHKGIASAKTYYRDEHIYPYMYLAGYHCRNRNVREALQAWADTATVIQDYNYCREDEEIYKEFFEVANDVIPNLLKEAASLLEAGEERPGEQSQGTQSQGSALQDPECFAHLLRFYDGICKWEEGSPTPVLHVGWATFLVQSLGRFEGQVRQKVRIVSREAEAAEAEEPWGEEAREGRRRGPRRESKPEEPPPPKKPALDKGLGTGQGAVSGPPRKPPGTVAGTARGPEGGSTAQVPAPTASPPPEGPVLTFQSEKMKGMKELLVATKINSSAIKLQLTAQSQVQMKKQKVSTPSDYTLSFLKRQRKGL
MBNL1 CUG block = blocks human MBNL1 binding to CUG repeat RNA; TR-FRET MBNL1-His/biotin-(CUG)12 binding, 665/545 ratio; Potency, µM (series often up to 57.5 µM), inactives show at the highest dose activity change, negative = inhibition, actives largely listed as inhibitors; 0.036% of 280,000 active; AID 2675; active = well fitted inhibition curve with a large enough effect in the signal ratio, with a control signal flat, not every such curve was filed as active; inconclusive = small, poorly fitted or top-dose-only effect, or effect the other way, or a change in a side signal; inactive = no such curve, though single readings can be large or run the other way; the % refers to the signal ratio; note: potency is the fitted concentration of half-maximal effect; % is set by controls: 0 for no effect and ±100 for the full control effect
Target sequence (Q9NR56 whole entry, looked up): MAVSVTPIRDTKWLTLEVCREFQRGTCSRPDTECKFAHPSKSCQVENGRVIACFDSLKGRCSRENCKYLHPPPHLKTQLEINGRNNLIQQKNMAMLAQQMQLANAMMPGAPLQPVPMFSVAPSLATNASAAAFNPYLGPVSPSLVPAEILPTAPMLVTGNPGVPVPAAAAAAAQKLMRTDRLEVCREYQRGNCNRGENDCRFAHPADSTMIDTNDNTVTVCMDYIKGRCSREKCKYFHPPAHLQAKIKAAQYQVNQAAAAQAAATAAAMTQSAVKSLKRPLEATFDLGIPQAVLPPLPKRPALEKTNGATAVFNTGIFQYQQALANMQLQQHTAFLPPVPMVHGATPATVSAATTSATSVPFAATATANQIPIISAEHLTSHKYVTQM
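Ratiometric TR-FRET (665 over 545 nm, excitation 340 nm) tracks disruption of MBNL1-His/biotin-(CUG)12 complex after 60 min at room temperature, with compounds at 92 nM to 58 uM final.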
Mito fusion act = mitochondrial division inhibition or fusion activation | S. cerevisiae fusion-defective mutant growth rescue, CellTiterGlo 48 h | Potency, µM (highest dose often 46.1 µM), without a hit: at the highest dose growth rescue (activation), most hits filed as activators | 0.23% of 320,000 active | AID 485298;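 note: potency is the fitted concentration of half-maximal effect; % of control where 0% means no effect; nearly all actives have a fitted effect of over 45% in size; temperature-sensitive fusion mutants such as fzo1-1 at 37 °C on non-fermentable ethanol glycerol medium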
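Yeast fusion mutant, YPEG (non-fermentable carbon), compound, 48 h at 37C non-permissive; CellTiterGlo added, 10 min RT, luminescence read. Rescued growth = division inhibition.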
FLuc counter = firefly luciferase modulation, counter-screen for miR-21 project | AID 588342 | purified FLuc, Km substrates, luminescence inhibition | 6.9% of 360,000 active | Potency, µM (highest dose often 57.5 µM), for inactives: at the highest dose activity change, negative = inhibition, hits mostly inhibitors;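 note: potency is the fitted concentration of half-maximal effect; plate controls were vehicle for no effect and reference inhibitor for full effect; nearly all actives have a fitted effect of over 55% in size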
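Biochemical qHTS of compounds, final roughly 60 µM downward over six points, against 10 nM purified firefly luciferase using Km concentrations of substrates (10 uM D-luciferin, 10 uM ATP) in Tris acetate pH 7.5 buffer; luminescence output.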
* hit, by the source's call; ? = inconclusive; . = no result given; & = joins results of further samples; [ ] = another dose, or the depositor's remark. Unless noted, calls come from the whole dose curve; as a rule, active = well fitted curve in the direction sought with a large enough effect; inconclusive = small, poorly fitted or top-dose-only effect, or another doubt; inactive = no such curve, though single readings can be large; an effect the other way counts as inactive or inconclusive.

SMILES	PKM2 activator	Rab9 prom act	RORgamma inh	NPC1 prom act	ELG1 repair inh	KCNH2 3.1 block	VP16 counter	Menin MLL FP TR	MBNL1 CUG block	Mito fusion act	FLuc counter
COc1ccc(OC)c(/C=C/C(=O)c2ccc(Cl)cc2)c1	1%	-5%	?	-2%	-3%	-23	-16%	11%	-1%	1%	11µM*
CN(C(=O)COc1ccc2c(-c3ccccc3)cc(=O)oc2c1)C1CCS(=O)(=O)C1 (centres undefined)	.	-3%	-10%	-1%	-6%	9	4%	.	?	3%	-19%
COc1cc2oc(=O)ccc2c(OC)c1CC(O)C(C)(C)O (centres undefined)	-1%	0%	-37%	-4%	16%	5	-10%	.	3%	-7%	0%
CCOc1cccc(C(=O)NC(c2ccccc2)C(C)C)c1 (centres undefined)	-4%	-1%[1.84 µM]	19%	-4%	0%	10	8%[10 µM]	-2%	-5%	6%	3%
CC(C)(CNC(=O)CC1C(=O)NCCN1Cc1cccc(F)c1F)N1CCOCC1 (centres undefined)	.	0%	-4%	2%	?	5	-2%	-10%	-1%	-2%	0%
Clc1ccc(/C=C\c2nccc3c2[nH]c2ccccc23)cc1	-7%	21%	1.6µM*	27%	0%	-21	?	-12%	-3%	2%	3.8µM*
CC1(O)CC(c2ccc(Cl)cc2)=NN1C(=O)c1ccc([N+](=O)[O-])cc1 (centres undefined)	-11%	-10%	?	0%	?	4	?	?	?	8%	?
Cc1ccc(NS(=O)(=O)c2c(C)[nH]c(=O)[nH]c2=O)c(C)c1	.	-4%	-2%	8%	14%	-13	-16%	-5%	-5%	10%	-1%&-8%
COc1ccccc1Nc1nc(-c2sc(NC(=O)c3ccco3)nc2C)cs1	-4%	4%	10%	-2%	?	17	-4%	?	99%[activator]	4%	?
c1ccc2c(OCCCCN3CCOCC3)cccc2c1	-1%	-1%	-10%	0%	-4%	1	-2%	-4%	0%	5%	-9%
CCc1nccn1CCC(=O)N1CCCC(Nc2ccc(C(C)C)cc2)C1 (centres undefined)	-2%	3%	-6%	0%	-8%	-16	6%	.	-1%	-2%	2%
COc1ccc(CNC(=O)CNC(=O)c2sc3ccccc3c2Cl)cc1OC	.	10%	.	-5%	-28%	2	.	.	.	-4%	0%
CC(Oc1ccc(Cl)cc1)C(=O)Nc1nccs1 (centres undefined)	-12%	-2%	14µM*	0%	7%	-3	-15%	-9%	0%	-2%	-20%
Cc1ccccc1Nc1nnc(SCC(=O)Nc2ncc(C(F)(F)F)cc2Cl)s1	4%	-5%	-37%	-3%	-1%	6	-9%	-10%	-7%	10%	1%
c1ccc(CSc2nnc(-c3ccccn3)n2-c2ccccc2)cc1	0%	-3%	?	-1%	1%	-21	9%	.	2%	-5%	1%
COc1ccc(CNCc2ccc(C)cc2)c(OC)c1	1%	4%	-13%	-4%	-3%	-10	5%	-16%	-4%	0%	-3%
CCCCNC(=O)Nc1ccnn1C1CCCCC1	4µM*	11%	19%	3%	13%	-17	2%	-6%	-10%	-2%	-1%
Cc1c(Nc2nc3ccccc3nc2NS(=O)(=O)c2cccs2)c(=O)n(-c2ccccc2)n1C	3%	-5%	?	-1%	-8%	1	2%	.	2%	1%	3%
O=C(OCc1ccc(Br)cc1)c1cccc(S(=O)(=O)N2CCCC2)c1	.	-6%	.	-4%	-3%	-4	.	.	.	?	0%
O=C(/C=C/Nc1ccc(Oc2ccccc2)cc1)c1ccco1	-43%	0.71µM*	7%	0.63µM*	?	-5	-17%	3%	22%	-2%	0.85µM*
CCCN(CCC(=O)Nc1cc(OC)cc(OC)c1)CC1CC1	12%	-3%	-13%	-5%	-4%	15	1%	-21%	-12%	-3%	0%
NC(N)=NCCCC(NC(=O)c1ccccc1)C(=O)Nc1ccc([N+](=O)[O-])cc1 (centres undefined)	.	-4%	.	0%	10%	-5	.	.	.	2%	-1%
CS(=O)(=O)Nc1ccc(C2=NN(S(=O)(=O)c3ccc(F)cc3)C(c3ccco3)C2)cc1 (centres undefined)	18%	-11%	?	-12%	?	?	?	?	2%	5%	-4%
CSc1nccc(-c2cc(Cl)sc2Cl)n1	-6%	2%	-29%	1%	4%	1	12%	-3%	-6%	-1%	1%
COc1cc(CNc2nc(C)c([N+](=O)[O-])c(C)c2C#N)cc(OC)c1OC	3%	2%	?	-1%	7.3µM*	-3	?	1%	-9%	-6%	2%
CC(=O)c1sc(NC(=O)C(C)(C)C)nc1C	1%	1%	-33%	-2%	16%	3	-12%	12%	-8%	8%	-2%
COc1ccc(Br)cc1CNC(=O)CN1C(=O)C(c2ccccc2)Oc2cccnc21 (centres undefined)	-2%[0.46 µM]	4%	1%	-7%	-2%	-7	-13%	15%	5%	-2%	6%
COc1ccc(CC(=O)Nc2c(C(=O)N3CCN(c4ncccn4)CC3)oc3ccccc23)cc1OC	.	-2%	9%	-5%	?	-8	-6%	-17%	-3%	0%	0%
CCCN(CCO)C1CCN(CCc2ccccc2)CC1	-3%	3%	.	-5%	2%	-5	.	-1%	-7%	0%	-1%
COc1ccc(-c2csc(N(CCCN(C)C)C(=O)c3ccc(F)cc3)n2)cc1	-4%[11.5 µM]	-4%	18%	-4%	?	-16	0%	?	0%	-7%	0%
CCC(Sc1ccc2nnc(CCNS(=O)(=O)c3ccc(OC)cc3)n2n1)C(=O)OC (centres undefined)	0%	-9%	7%	-1%	4%	12	-5%	-11%	-4%	1%	1%&-3%
Cc1cccc(C(=O)OCc2cncs2)c1	1%	19%	22%	19%	?	5	9%	-12%	-9%	14%	?
CCOC(=O)c1c(-c2cccs2)csc1NC(=O)c1ccncc1	-3%	3%	-7%	-1%	?	-15	0%	-20%	-4%	3%	-1%
O=C(/C=C/c1ccc(Cl)cc1)Nc1ccc(CN2CCOCC2)cc1	7%	-18%	45%	-10%	?	-29	-13%	15%	12%	4%	?
CN(C(=O)c1ccco1)c1nc(-c2ccccc2)cs1	-13%	2µM*	?	2.5µM*	?	-3	27%	-26%	0%	6%	5.4µM*
CN(C)C(CNC(=O)c1ccc(NS(=O)(=O)c2ccc3[nH]c(=O)[nH]c3c2)cc1)c1ccccc1 (centres undefined)	.	-5%	.	-7%	1%	4	.	.	.	-5%	1%
COc1ccc(-n2ccnc2)cc1	2%	-2%	?	2%	8%	7	0%	12%	1%	5%	6%
Nc1cccc2cc(-c3ccccc3)oc12	.	?	.	4µM*	?	-4	.	.	.	20%	4.8µM*
Cc1cc(C)cc(OCC(=O)Nc2cc(NC(=O)COc3cc(C)cc(C)c3)cc(C(=O)O)c2)c1	1%	-1%	-1%	1%	-3%	-3	5%	?	-5%	-2%	0%
S=c1[nH]nc(C2CCCCC2)o1	0%	3%	?	-2%	11%	6	8%	-1%	.	4%	-14%
CN(CC(=O)Nc1ccccc1Br)C(=O)CN1CCN(Cc2ccc(Cl)cc2)CC1	.	-1%	.	-1%	-16%	-38	.	.	.	0%	2%
CC(C)(C)c1ccc(S(=O)(=O)N2C=CC(C(F)(F)F)=NCC2)cc1	0%	1%	-22%	-1%	-8%	-7	2%	0%	-3%	-1%	1%
COc1cc(C=O)ccc1OC(=O)c1ccc(C(C)C)cc1	-3%	3%	?	0%	-17%	-12	?	-10%	-3%	0%	?
COc1ccc(S(=O)(=O)Nc2ccc(N3CCOCC3)cc2)cc1[N+](=O)[O-]	2%	-4%	98%	-5%	?	2	-10%	?	?	4%	-3%
Cc1cccn2c1nc(=S)n2C(=O)c1ccco1	-38%	1.4µM*	7%	?	?	15	-6%	-2%	-10%	-1%	0.67µM*
Cc1sc(NC(=O)CN(Cc2ccc(F)cc2)C(=O)C(C)(C)C)c(C(N)=O)c1C	-2%	-5%	53%	3%	?	.	-4%	-2%	-4%	-6%	-1%
O=C(Cc1ccc(S(=O)(=O)N2CCOCC2)s1)Nc1cc(C(F)(F)F)cc(C(F)(F)F)c1	.	-1%	.	-3%	21µM*	-2	.	.	.	-11%	4%
O=C(Nc1ccc(S(=O)(=O)Nc2ccccc2F)cc1)N1CCCCC1	.	2%	?	-2%	-2%	.	3%	.	-10%	-7%	1%

A portion of the library (hit frequency here may not be typical).
